PAFAH1B3 inh = PAFAH1B3 (human) inhibition; Q15102; recombinant PAFAH1B3, FP-rhodamine probe, fluorescence polarization; inhibition, % at 3.39 µM; 340,000 tested, 0.28% active;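 active = inhibition above the screen-wide average of all tested compounds plus 3 SD, cut at about 25% in these data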;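 also: 0% = enzyme with DMSO only and 100% = wells lacking PAFAH1B3 protein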
Target sequence (Q15102 whole entry, looked up): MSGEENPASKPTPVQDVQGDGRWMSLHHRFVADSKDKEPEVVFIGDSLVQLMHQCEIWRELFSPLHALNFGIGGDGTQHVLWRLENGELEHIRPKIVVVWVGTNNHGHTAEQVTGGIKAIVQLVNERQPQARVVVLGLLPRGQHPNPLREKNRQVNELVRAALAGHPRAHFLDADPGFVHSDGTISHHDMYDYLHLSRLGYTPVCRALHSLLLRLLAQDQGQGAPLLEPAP
PAFAH2 FP inh = inhibitors of human PAFAH2; recombinant PAFAH2, FP-rhodamine activity probe, fluorescence polarization; 340,000 tested, 0.99% active; Q99487; inhibition, % at 3.39 µM; AID 492956;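 active = inhibition above the mean over all tested compounds plus 3 SD, cut at about 30% in these data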;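 also: inhibitors block probe labeling of enzyme so polarization drops; 0% = enzyme with DMSO and 100% = wells lacking PAFAH2 protein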
PAFAH1B2 FP inh = blocks human PAF acetylhydrolase 1b catalytic subunit 2; P68402; recombinant PAFAH1B2, FP-rhodamine activity probe, fluorescence polarization; inhibition, % at 3.39 µM; 340,000 tested, 1.2% active;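 active = inhibition above the mean of all tested compounds plus 3 SD, cut at about 24% in these data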;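 also: 0% = enzyme with DMSO and 100% = wells lacking PAFAH1B2; many of its hits are not listed in these tables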
Target sequence (P68402 whole entry, looked up): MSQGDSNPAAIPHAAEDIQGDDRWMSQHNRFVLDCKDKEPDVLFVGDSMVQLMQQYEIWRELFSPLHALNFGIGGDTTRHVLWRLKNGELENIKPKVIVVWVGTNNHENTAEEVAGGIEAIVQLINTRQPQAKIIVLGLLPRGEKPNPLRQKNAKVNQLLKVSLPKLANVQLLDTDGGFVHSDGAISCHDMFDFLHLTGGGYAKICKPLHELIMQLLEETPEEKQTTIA
Starred values were filed as active, the others as inactive; & = joins results of further samples. Not all compounds are listed; the hit share may differ from the screen's.

SMILES | PAFAH1B3 inh | PAFAH2 FP inh | PAFAH1B2 FP inh
CN(C)S(=O)(=O)c1ccc(N2CCCC2)c(C(=O)N2CCN(S(=O)(=O)c3ccc(F)c(F)c3)CC2)c1 | 9 | 3 | 5
COc1ccc(CO[C@@H]2O[C@H](CO)[C@@H](O)[C@H](O)[C@H]2NC(C)=O)cc1OC | -1 | 1 | 0
COc1ccc(N=Cc2ccc(N(CCC#N)CCC#N)cc2)cc1 | 5 | -2 | 2
CCOC(=O)N1CCN(C(=O)CSc2nnc(-c3cc(OC)ccc3OC)o2)CC1 | 5 | 6 | -1
O=C(NC1(C(=O)O)CCCC1)C(Cl)Cl | 8 | 3 | 1
O=C1CCCN1C(=O)CSc1ncnc2sccc12 | 3 | 24 | -1
COCCn1nnnc1C(CC(C)C)N1CCN(C(=O)c2ccco2)CC1 (stereo not drawn) | 14 | 10 | 3
O=C(CN1CCN(Cc2cccc(C(F)(F)F)c2)CC1)NCC(=O)Nc1ccc(F)c(F)c1F | -6 | -4 | 4
N#CC1(c2cccc(Br)c2)C(=O)Nc2ccccc21 (stereo not drawn) | 0 | 3 | -2
CS(=O)(=O)N(CC(=O)Nc1cccc(Br)c1)Cc1ccccc1 | 4 | -1 | 0

One compound at a time (already shown).
O=C(CN1CCN(Cc2cccc(C(F)(F)F)c2)CC1)NCC(=O)Nc1ccc(F)c(F)c1F across the screens: PAFAH1B3 inh: -6; PAFAH2 FP inh: -4; PAFAH1B2 FP inh: 4
O=C1CCCN1C(=O)CSc1ncnc2sccc12 across the screens: PAFAH1B3 inh: 3; PAFAH2 FP inh: 24; PAFAH1B2 FP inh: -1
COc1ccc(CO[C@@H]2O[C@H](CO)[C@@H](O)[C@H](O)[C@H]2NC(C)=O)cc1OC across the screens: PAFAH1B3 inh: -1; PAFAH2 FP inh: 1; PAFAH1B2 FP inh: 0

Remaining list, next part
SMILES | PAFAH1B3 inh | PAFAH2 FP inh | PAFAH1B2 FP inh
CCN(CC)CCCN1C(=O)C(=O)/C(=C(/O)c2c(C)nc3ccccn23)C1c1ccc(C)o1 (stereo not drawn) | 2 | -8 | 3
CCCNC(=O)c1ccccc1NC(=O)c1ccccc1N(C)S(=O)(=O)c1ccc(C)cc1 | 1 | -4 | -3
Cc1onc(-c2c(Cl)cccc2Cl)c1C(=O)Nc1c(C)n(C)n(-c2ccccc2)c1=O | -3 | 3 | -1
CN1CCN(S(=O)(=O)c2cccc(C(=O)N(C)CC(=O)Nc3ccc(Cl)c(Cl)c3)c2)CC1 | 6 | -11 | 11
COc1ccccc1CCC(=O)Oc1ccccc1C#N | 2 | 13 | 7
Cc1ccc(-c2cc(C(=O)O)c3cc(Br)ccc3n2)s1 | 9&2 | -8&-3 | 14&13
CCc1nnc(SCc2ccc(CSc3nnc(CC)n3N)cc2)n1N | 3 | -10 | 3
O=[N+]([O-])c1ccc2c(c1)C(=NO)c1cc(F)ccc1-2 | -1 | -9 | -3
Cc1cc(Br)c(Oc2cc(NN3CCCCC3)c([N+](=O)[O-])cc2[N+](=O)[O-])c(Br)c1 | 7 | -5 | -5
CCN(C(=O)c1ccc(NC(=O)Cc2ccccc2)cc1)c1ccccc1 | 9 | 1 | 26*
CCN(CC(=O)N1CCOCC1)S(=O)(=O)c1ccc2ccccc2c1 | 0 | 1 | 3
c1ccc(C(=NNc2nc3ccccc3s2)c2ccccn2)cc1 | 1 | 0 | 0
CCOc1cc(NC(=S)Nc2cccc(C)c2)c(OCC)cc1NC(=O)CC(C)C | 1 | -21 | 2
Cc1cccc(NC(=O)c2ccc(NS(=O)(=O)c3cccc4cccnc34)cc2)c1 | 4 | -10 | -4
C=CCn1c(SCC(=O)c2c(N)n(C3CC3)c(=O)[nH]c2=O)nnc1-c1ccc(OC)cc1 | 6 | -1 | -2
CC(C)Cc1ccc(CN2CCCC(NC(=O)c3nn(C)c(=O)c4ccccc34)C2)cc1 (stereo not drawn) | 3 | -6 | -2
Cc1ccc(C(=O)NCN2CCN(c3ccccc3)CC2)cc1 | 0 | 6 | -1
C[C@H](NC(=O)C(c1ccccc1)c1ccccc1)c1ccccc1 | 7 | -1 | 12
CC(C)C[C@H]1CNC(=S)N1CC1CCN(CC2CCCC2)CC1 | 7 | 0 | -1
O=C(NNC(=O)c1ccc2ccccc2c1)c1cccc(Br)c1 | 4 | -1 | 3
COc1cccc(CNc2nc3ccc(NC(C)=O)cc3s2)c1 | 8 | 2 | 9
NC(=O)C1C2C=CC(C2)C1c1ccccc1 (stereo not drawn) | 3 | 6 | 17
Cc1c(NS(=O)(=O)c2cccc(C(=O)Nc3ccc(SC(F)F)cc3)c2)c(=O)n(-c2ccccc2)n1C | 0 | -2 | 5
c1ccc2c(c1)-c1cccc3cncc-2c13 | 5 | -6 | 8
CCCCCCN1C(=O)C(O)=C(C(C)=O)C1c1ccccc1[N+](=O)[O-] (stereo not drawn) | -1 | 7 | 5
O=[N+]([O-])c1ccc(Cl)cc1P(=O)(O)c1cc(Cl)ccc1[N+](=O)[O-] | 10 | 3 | 2
COc1ccc(CCC2(C)OCC(CCCCO)O2)cc1 (stereo not drawn) | -6 | -3 | 6
O=c1ccn([C@@H]2O[C@H](CNS(=O)(=O)c3csc(-c4ccno4)c3)[C@@H](O)[C@H]2O)c(=O)[nH]1 | -2 | 3 | 9
Cc1ccccc1NC(=S)N1CCCCCC1 | 14 | -7 | 5
O=C(/C=C/c1ccccc1)c1ccc2ccccc2c1 | 4 | -10 | -5
[O-][n+]1c(/C=C/c2ccccc2)ccc2ccccc21 | 6 | 3 | 0
COc1cc2c(cc1OC)C(/C=C/c1ccco1)=NCC2 | 11 | 0 | 3
O=C(O)CCCCCCCCCCC1CCC(O)C1O (stereo not drawn) | 2 | 0 | 6
COc1ccc(C(CNC(=O)c2cccc(S(=O)(=O)Nc3ccc(F)cc3)c2)N2CCCC2)cc1 (stereo not drawn) | 1 | 6 | 3
CN(CC(=O)Nc1cccc(F)c1)C(=O)/C=C/c1ccc(S(=O)(=O)N2CCCCCC2)cc1 | -3 | -13 | 3
CCCn1c2ccccc2c2cnn(CC(=O)NCCN(C)C)c(=O)c21 | 3 | 0 | 0
Cc1ccc(CN2CC(C(=O)N3CCN(S(=O)(=O)c4ccccc4)CC3)CC2=O)cc1 (stereo not drawn) | 4 | 3 | 3
Cc1ccc(C)c(Nc2nc3ccccc3[nH]2)c1 | 3 | 10 | -1
Nc1nonc1C(=O)N/N=C\c1cc2c(cc1Cl)OCO2 | 2 | -15 | -5
CC1CC1C(=O)OCC(=O)Nc1cccc(Br)c1 (stereo not drawn) | 1 | 88* | 3

Only PAFAH1B2 FP inh (2 entries from above):
Compound | PAFAH1B2 FP inh
Cc1ccc(C)c(Nc2nc3ccccc3[nH]2)c1 | -1
CC1CC1C(=O)OCC(=O)Nc1cccc(Br)c1 (stereo not drawn) | 3

Rewritten with two lines to a compound: three of the compounds above
Order of values: PAFAH1B3 inh, PAFAH2 FP inh, PAFAH1B2 FP inh
O=C(O)CCCCCCCCCCC1CCC(O)C1O (stereo not drawn)
→ 2, 0, 6
Cc1ccc(CN2CC(C(=O)N3CCN(S(=O)(=O)c4ccccc4)CC3)CC2=O)cc1 (stereo not drawn)
→ 4, 3, 3
COc1ccc(C(CNC(=O)c2cccc(S(=O)(=O)Nc3ccc(F)cc3)c2)N2CCCC2)cc1 (stereo not drawn)
→ 1, 6, 3

Continuation.
SMILES | PAFAH1B3 inh | PAFAH2 FP inh | PAFAH1B2 FP inh
CC(=O)Nc1ccc2c(O)cc(S(=O)(=O)O)cc2c1 | 12 | -2 | 7
CCOC(=O)C(Cc1ccc(O)cc1)Nc1nc2ccccc2o1 (stereo not drawn) | 3 | -3 | 0
COc1ccc(Cl)cc1CC=NNC(=O)c1ccncc1 | 7 | 4 | 1
CC(C)n1c(=O)[nH]c(=O)n1C(C)C | -4 | 2 | 3
O=C(NCc1ccccc1)c1ccc(NC(=O)C2CCCCC2)cc1 | 9 | -7 | 0
Cc1cc(C)c(C(=O)CSc2nnc(-c3ccccc3Br)o2)cc1C | -9 | -8 | -1
